PAFAH1B2 inh = blocks human PAF acetylhydrolase 1b catalytic subunit 2; recombinant PAFAH1B2, FP-rhodamine activity probe, fluorescence polarization; inhibition, % at 3.39 µM; 340,000 tested, 1.2% active; AID 492953;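 active = inhibition above the mean of all tested compounds plus 3 SD, cut at about 24% in these data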;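 also: 0% = enzyme with DMSO and 100% = wells lacking PAFAH1B2; many of its hits are not listed in these tables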
LYPLA1 counter = counter-screen for PME1 inhibitors: inhibitors of human LYPLA1 | O75608 | recombinant LYPLA1, FP-Rh probe fluorescence polarization | inhibition, % at 5.9 µM | 320,000 tested, 0.16% active | AID 2174;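 active = inhibition above the mean of all tested compounds plus 3 SD, set per campaign, cut at about 14% in these data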;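 also: inhibitors block serine hydrolase probe labeling of LYPLA1 so polarization falls; 0% = enzyme with DMSO and 100% = wells lacking LYPLA1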
PME-1 inh = blocks human protein phosphatase methylesterase 1; inhibition, % at 5.9 µM; recombinant PME-1, FP-Rh probe fluorescence polarization; 320,000 tested, 0.53% active; Q9Y570;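 active = inhibition above the campaign mean of all compounds plus 3 SD, cut at about 26% in these data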;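 also: competitive labeling of PME-1 active site by serine hydrolase directed probe; 0% = PME-1 with DMSO and 100% = wells lacking PME-1 enzyme; inhibitors block probe labeling so polarization falls and inhibition rises; many of its hits are not listed in these tables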
GSTO1 counter = counter-screen for RBBP9 inhibitors: inhibitors of human GSTO1; 300,000 tested, 1.1% active; P78417; inhibition, % at 5.96 µM; recombinant GSTO1, activity-based probe fluorescence polarization;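 active = inhibition above the campaign mean inhibition plus 3 SD, cut at about 35% in these data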;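 also: 0% = GSTO1-1 with DMSO and 100% = wells lacking GSTO1-1 enzyme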
PAD4 FP inh = blocks human protein arginine deiminase 4 | Q9UM07 | recombinant PAD4, RCA probe fluorescence polarization | inhibition, % at 6.36 µM | 330,000 tested, 0.41% active | AID 485272;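 active = percent inhibition above a cutoff equal to the mean of all tested compounds plus 3 SD, cut at about 15% in these data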;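 also: 0% = PAD4 with RCA probe and DMSO and 100% = probe without PAD4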
Target sequence (Q9UM07 whole entry, looked up): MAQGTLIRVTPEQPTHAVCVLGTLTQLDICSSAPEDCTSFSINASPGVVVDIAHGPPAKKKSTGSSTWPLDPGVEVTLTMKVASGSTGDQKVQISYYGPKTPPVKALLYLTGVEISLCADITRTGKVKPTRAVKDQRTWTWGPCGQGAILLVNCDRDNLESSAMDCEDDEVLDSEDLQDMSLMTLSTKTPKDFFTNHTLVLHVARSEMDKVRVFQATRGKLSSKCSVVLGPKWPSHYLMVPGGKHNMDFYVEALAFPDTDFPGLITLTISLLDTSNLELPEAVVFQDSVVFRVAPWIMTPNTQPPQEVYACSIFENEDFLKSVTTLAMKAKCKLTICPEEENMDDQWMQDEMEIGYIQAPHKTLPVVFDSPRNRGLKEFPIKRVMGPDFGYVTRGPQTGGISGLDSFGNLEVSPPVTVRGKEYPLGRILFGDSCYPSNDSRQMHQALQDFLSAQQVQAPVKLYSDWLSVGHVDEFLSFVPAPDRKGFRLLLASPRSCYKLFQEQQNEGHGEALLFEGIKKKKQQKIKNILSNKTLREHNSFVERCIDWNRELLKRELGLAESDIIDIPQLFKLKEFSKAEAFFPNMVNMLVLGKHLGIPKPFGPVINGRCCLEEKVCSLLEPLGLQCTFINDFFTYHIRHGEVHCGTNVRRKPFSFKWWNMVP
LYPLA2 counter = counter-screen for PME1 inhibitors: inhibitors of human LYPLA2; O95372; recombinant LYPLA2, FP-Rh probe fluorescence polarization; inhibition, % at 5.9 µM; 320,000 tested, 0.38% active; AID 2177;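 active = inhibition above the screen-wide mean plus 3 SD, limit set per campaign, cut at about 26% in these data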;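 also: 0% = LYPLA2 with DMSO and 100% = wells lacking LYPLA2 enzyme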
Target sequence (O95372 whole entry, looked up): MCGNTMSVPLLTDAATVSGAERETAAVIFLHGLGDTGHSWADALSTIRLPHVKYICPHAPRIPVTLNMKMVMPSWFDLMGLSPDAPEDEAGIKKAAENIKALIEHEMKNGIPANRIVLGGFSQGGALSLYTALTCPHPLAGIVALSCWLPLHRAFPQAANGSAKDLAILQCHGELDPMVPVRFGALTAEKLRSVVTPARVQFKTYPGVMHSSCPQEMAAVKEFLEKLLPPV
PAFAH1B3 FP inh = PAFAH1B3 (human) inhibition | recombinant PAFAH1B3, FP-rhodamine probe, fluorescence polarization | inhibition, % at 3.39 µM | 340,000 tested, 0.28% active;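 active = inhibition above the screen-wide average of all tested compounds plus 3 SD, cut at about 25% in these data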;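 also: 0% = enzyme with DMSO only and 100% = wells lacking PAFAH1B3 protein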
pPAFAH inh = pPAFAH (human) enzyme inhibition; recombinant pPAFAH, FP-rhodamine probe fluorescence polarization; Q13093; inhibition, % at 3.39 µM; 330,000 tested, 1.5% active;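 active = inhibition above the mean inhibition across the screen plus 3 SD, cut at about 25% in these data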;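 also: inhibitors block binding of the rhodamine activity-based probe so polarization drops; 0% = enzyme with DMSO and 100% = wells lacking pPAFAH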
PAFAH2 inh = PAFAH2 (human) inhibition. recombinant PAFAH2, FP-rhodamine activity probe, fluorescence polarization. 340,000 tested, 0.99% active. inhibition, % at 3.39 µM;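 active = inhibition above the mean over all tested compounds plus 3 SD, cut at about 30% in these data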;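 also: inhibitors block probe labeling of enzyme so polarization drops; 0% = enzyme with DMSO and 100% = wells lacking PAFAH2 protein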
The depositor's hits bear a star. Only part of the results is shown; rates above refer to the full screens.

`COc1ccccc1N1CCN(C(CNC(=O)c2ccc3c(c2)OCO3)c2cccnc2)CC1` (configuration not stated) gave PAFAH1B2 inh -1, LYPLA1 counter 1, PME-1 inh 9, GSTO1 counter -1, PAD4 FP inh -2, LYPLA2 counter 5, PAFAH1B3 FP inh 7, pPAFAH inh -4 and PAFAH2 inh 1.
`O=C1CC(C(=O)O)S/C(=N\N=C\c2ccc(Br)cc2)N1` (configuration not stated) gave PAFAH1B2 inh 1, LYPLA1 counter -1, PME-1 inh 0, GSTO1 counter -12, PAD4 FP inh 1, LYPLA2 counter -3, PAFAH1B3 FP inh -2, pPAFAH inh 2 and PAFAH2 inh 3.
For Cc1ccc(C)c(OCCC(=O)NNC(=O)c2ccccc2)c1 the results were PAFAH1B2 inh 2, LYPLA1 counter -1, PME-1 inh -1, GSTO1 counter 10, PAD4 FP inh 0, LYPLA2 counter 1, PAFAH1B3 FP inh 0, pPAFAH inh 0 and PAFAH2 inh -3.
Screening Clc1ccccc1CSc1snnc1-c1ccccc1 returned PAFAH1B2 inh 5, LYPLA1 counter -2, PME-1 inh -2, GSTO1 counter 6, PAD4 FP inh -3, LYPLA2 counter -5, PAFAH1B3 FP inh 2, pPAFAH inh 14 and PAFAH2 inh -5.
Screening CC(=O)NN1C(=O)/C(=C2/Sc3ccccc3N2C)SC1=S returned PAFAH1B2 inh -2, LYPLA1 counter 1, PME-1 inh -5, GSTO1 counter -3, PAD4 FP inh -4, LYPLA2 counter 3, PAFAH1B3 FP inh -1, pPAFAH inh 8 and PAFAH2 inh -1.
For COc1ccc(OCC(=O)NCCNC(=O)c2ccncc2)cc1 the results were PAFAH1B2 inh 2, LYPLA1 counter -1, PME-1 inh -2, GSTO1 counter 5, PAD4 FP inh -2, LYPLA2 counter -5, PAFAH1B3 FP inh -3, pPAFAH inh 1 and PAFAH2 inh -7.
CCOC(=O)Cn1c(-c2cccnc2Cl)nc2cc(C)c(C)cc21 was read as PAFAH1B2 inh -2, LYPLA1 counter -1, PME-1 inh 8, GSTO1 counter -4, PAD4 FP inh 2, LYPLA2 counter -1, PAFAH1B3 FP inh 4, pPAFAH inh 4 and PAFAH2 inh -10.
Screening Cc1ccc(Nc2nc3ccccc3n3cnnc23)cc1C returned PAFAH1B2 inh 4, LYPLA1 counter -2, PME-1 inh 6, GSTO1 counter -5, PAD4 FP inh 5, LYPLA2 counter 3, PAFAH1B3 FP inh 5, pPAFAH inh 4 and PAFAH2 inh -6.
Screening O=C1c2cc(O)cc(O)c2C(=O)c2c1cc(O)c([C@@H](CO)CCO)c2O returned PAFAH1B2 inh 19, LYPLA1 counter -2, PME-1 inh 5, GSTO1 counter 18, PAD4 FP inh -5, LYPLA2 counter 8, PAFAH1B3 FP inh 17, pPAFAH inh 31* and PAFAH2 inh 18.
For CCn1cc(C(=O)OCc2ccccc2)c(=O)c2ccc(C)nc21 the results were PAFAH1B2 inh 3, LYPLA1 counter -1, PME-1 inh -1, GSTO1 counter 6, PAD4 FP inh 2, LYPLA2 counter 2, PAFAH1B3 FP inh -2, pPAFAH inh 11 and PAFAH2 inh 4.

Arranged by molecular weight (high to low): part of the list above
Screening O=C1c2cc(O)cc(O)c2C(=O)c2c1cc(O)c([C@@H](CO)CCO)c2O returned PAFAH1B2 inh 19, LYPLA1 counter -2, PME-1 inh 5, GSTO1 counter 18, PAD4 FP inh -5, LYPLA2 counter 8, PAFAH1B3 FP inh 17, pPAFAH inh 31* and PAFAH2 inh 18.
For CCn1cc(C(=O)OCc2ccccc2)c(=O)c2ccc(C)nc21 the results were PAFAH1B2 inh 3, LYPLA1 counter -1, PME-1 inh -1, GSTO1 counter 6, PAD4 FP inh 2, LYPLA2 counter 2, PAFAH1B3 FP inh -2, pPAFAH inh 11 and PAFAH2 inh 4.
Screening Cc1ccc(Nc2nc3ccccc3n3cnnc23)cc1C returned PAFAH1B2 inh 4, LYPLA1 counter -2, PME-1 inh 6, GSTO1 counter -5, PAD4 FP inh 5, LYPLA2 counter 3, PAFAH1B3 FP inh 5, pPAFAH inh 4 and PAFAH2 inh -6.

(cont.)
Screening Cc1cc(C)cc(NC(=O)CCc2nc3sc4c(c3c(=O)[nH]2)CCCC4)c1 returned PAFAH1B2 inh -4, LYPLA1 counter -7, PME-1 inh -15, GSTO1 counter -2, PAD4 FP inh -2, LYPLA2 counter -14, PAFAH1B3 FP inh -5, pPAFAH inh 4 and PAFAH2 inh -16.
`Cc1cc(Cl)ccc1OCC(=O)OCC(=O)Nc1ccc(F)c([N+](=O)[O-])c1` gave PAFAH1B2 inh 6, LYPLA1 counter -8, PME-1 inh -7, GSTO1 counter -5, PAD4 FP inh 0, LYPLA2 counter -18, PAFAH1B3 FP inh 2, pPAFAH inh 9 and PAFAH2 inh -2.
CCCCCN=C(C)c1c(O)c2ccccc2oc1=O was read as PAFAH1B2 inh 0, LYPLA1 counter -1, PME-1 inh 0, GSTO1 counter -1, PAD4 FP inh 1, LYPLA2 counter -1, PAFAH1B3 FP inh 9, pPAFAH inh 2 and PAFAH2 inh -6.
Screening CCn1cc(C(=O)N[C@H](C)c2ccccc2)c(=O)c2cc(F)c(N3CCN(C)CC3)cc21 returned PAFAH1B2 inh -1, LYPLA1 counter 1, PME-1 inh 3, GSTO1 counter -3, PAD4 FP inh -7, LYPLA2 counter -1, PAFAH1B3 FP inh -3, pPAFAH inh 4 and PAFAH2 inh 1.
Screening CC(=O)N1CCC2(CC1)CC(=O)c1cc(OCC(=O)N3CCCC3)ccc1O2 returned PAFAH1B2 inh 2, LYPLA1 counter 2, PME-1 inh 2, GSTO1 counter -1, PAD4 FP inh 2, LYPLA2 counter 2, PAFAH1B3 FP inh -1, pPAFAH inh -4 and PAFAH2 inh 8.
Screening COc1ccc(CC(=O)N/N=C(/C)CC(=O)N(C)c2ccccc2)cc1 returned PAFAH1B2 inh 0, LYPLA1 counter 1, PME-1 inh 0, GSTO1 counter -4, PAD4 FP inh 2, LYPLA2 counter -3, PAFAH1B3 FP inh -2, pPAFAH inh 5 and PAFAH2 inh -2.
Screening COc1ccc(C(=O)NCCn2cc(SCC(=O)Nc3nnc(C)s3)c3ccccc32)cc1 returned PAFAH1B2 inh 2, LYPLA1 counter 1, PME-1 inh 4, GSTO1 counter 3, PAD4 FP inh 0, LYPLA2 counter 0, PAFAH1B3 FP inh 10, pPAFAH inh 3 and PAFAH2 inh 1.
For COc1ccc(C(=O)/C=C/NCc2ccc(F)cc2)cc1OC the results were PAFAH1B2 inh 4, LYPLA1 counter 0, PME-1 inh 0, GSTO1 counter 1, PAD4 FP inh -5, LYPLA2 counter 1, PAFAH1B3 FP inh 11, pPAFAH inh 6 and PAFAH2 inh 4.
c1ccc(Cc2nnc3sc(Nc4ccccc4)nn23)cc1 was read as PAFAH1B2 inh 0, LYPLA1 counter -5, PME-1 inh -3, GSTO1 counter -1, PAD4 FP inh 1, LYPLA2 counter -9, PAFAH1B3 FP inh 0, pPAFAH inh -4 and PAFAH2 inh -4.
CCc1ccc(C(CC(=O)c2ccc(Cl)cc2)C(=O)O)cc1 (configuration not stated) was read as PAFAH1B2 inh 2, LYPLA1 counter -5, PME-1 inh -5, GSTO1 counter -6, PAD4 FP inh 0, LYPLA2 counter -1, PAFAH1B3 FP inh 6, pPAFAH inh -3 and PAFAH2 inh 6.
`Cc1[nH]n(-c2ccc(F)cc2)c(=O)c1/C=N/c1sc2c(c1C#N)CCCC2` gave PAFAH1B2 inh 4, LYPLA1 counter 1, PME-1 inh -1, GSTO1 counter -2, PAD4 FP inh -15, LYPLA2 counter 2, PAFAH1B3 FP inh 8, pPAFAH inh 4 and PAFAH2 inh 13.
CC(=O)c1ccc(N2CCN(C(=O)c3ccc4[nH]c(C)c(C)c4c3)CC2)cc1 was read as PAFAH1B2 inh 3, PAD4 FP inh -5, PAFAH1B3 FP inh 12, pPAFAH inh 8 and PAFAH2 inh -4.
Screening C=CCNC(=O)c1cc(C(=O)C(C)c2ncc(C(F)(F)F)cc2Cl)c[nH]1 (configuration not stated) returned PAFAH1B2 inh 4, LYPLA1 counter -1, PME-1 inh -8, GSTO1 counter -2, PAD4 FP inh 4, LYPLA2 counter -4, PAFAH1B3 FP inh 6, pPAFAH inh 3 and PAFAH2 inh -7.
For CCOC(=O)c1nn(-c2ccccc2)c(=O)c2c(NC(C)=O)scc12 the results were PAFAH1B2 inh 7, LYPLA1 counter -1, PME-1 inh 4, GSTO1 counter 6, PAD4 FP inh -1, LYPLA2 counter 1, PAFAH1B3 FP inh 5, pPAFAH inh 3 and PAFAH2 inh 1.
CCOC(=O)C(CC)/C(C)=N\NC(=O)c1ccccc1O (configuration not stated) was read as PAFAH1B2 inh -1, LYPLA1 counter -1, PME-1 inh -7, GSTO1 counter 2, PAD4 FP inh -3, LYPLA2 counter 3, PAFAH1B3 FP inh 19, pPAFAH inh 14 and PAFAH2 inh 13.
For CCC(CO)NCc1ccc(OCC(=O)Nc2cccc(C(F)(F)F)c2)c(OC)c1 (configuration not stated) the results were PAFAH1B2 inh 2, LYPLA1 counter -1, PME-1 inh 0, GSTO1 counter -2, PAD4 FP inh -7, LYPLA2 counter 4, PAFAH1B3 FP inh 4, pPAFAH inh 6 and PAFAH2 inh -3.
Screening O=C(c1ccc([N+](=O)[O-])cc1)N(Cc1ccc(Cl)cc1Cl)N1C(=O)CCCC1=O returned PAFAH1B2 inh 6, LYPLA1 counter 1, PME-1 inh 0, GSTO1 counter 2, PAD4 FP inh 5, LYPLA2 counter 8, PAFAH1B3 FP inh 8, pPAFAH inh -1 and PAFAH2 inh -12.
Screening O=C(NCC1CCCO1)c1ccc(-c2cccc(C(F)(F)F)c2)o1 (configuration not stated) returned PAFAH1B2 inh 7, LYPLA1 counter 0, PME-1 inh 4, GSTO1 counter 0, PAD4 FP inh 0, LYPLA2 counter -3, PAFAH1B3 FP inh 9, pPAFAH inh 3 and PAFAH2 inh -3.
C=CCOc1ccc2c(CC)cc(=O)oc2c1C was read as PAFAH1B2 inh 0, LYPLA1 counter -4, PME-1 inh 6, GSTO1 counter -4, PAD4 FP inh 1, LYPLA2 counter -9, PAFAH1B3 FP inh 10, pPAFAH inh 13 and PAFAH2 inh 6.
O=C(CSC1=NCCS1)NC1CCCC1 was read as PAFAH1B2 inh -2, LYPLA1 counter 2, PME-1 inh -6, GSTO1 counter -11, PAD4 FP inh 4, LYPLA2 counter 2, PAFAH1B3 FP inh 4, pPAFAH inh 3 and PAFAH2 inh -6.
`CC(Cc1ccccc1)C(=O)Nc1ccc(Br)cc1` (configuration not stated) gave PAFAH1B2 inh 4, LYPLA1 counter 1, PME-1 inh -2, GSTO1 counter 0, PAD4 FP inh -3, LYPLA2 counter 10, PAFAH1B3 FP inh 7, pPAFAH inh -10 and PAFAH2 inh 2.
For COC(=O)CNC(=O)c1cccc(Cl)c1 the results were PAFAH1B2 inh 0, LYPLA1 counter 3, PME-1 inh 1, GSTO1 counter 7, PAD4 FP inh -5, LYPLA2 counter -1, PAFAH1B3 FP inh 7, pPAFAH inh 6 and PAFAH2 inh 3.
